Assay outcomes deposited in PubChem by several laboratories.
Dynein transport: dynein cargo transport inhibition; 3617.4 mouse cells, GR-EGFP nuclear translocation imaging; test concentration mostly 20 µM; stimulated with dexamethasone, 1 µM; active compounds read low; z-score, hits read low; 220,000 compounds, 0.47% hits; AID 1381;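 active = plate z-score of nuclear minus cytoplasmic receptor signal below a set negative limit, without overly bright fluorescence or cell loss, cut at about -3.5 in these data, passing the limit was not always enough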;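 note: z-score of nuclear minus cytoplasmic ring GR-EGFP intensity difference per well; some compounds called inactive have numbers as strong as hits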
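Buffer or medium: tet-free, stripped-serum medium; reagent: dexamethasone at 1.0 µM final, 30 min; incubation: 48 h induction, 1 h compound, 30 min dex at 37 °C; measured by: formaldehyde fixation, Hoechst nuclear stain, 10x automated fluorescence imaging; read-out: nuclear-to-cytoplasmic GR-EGFP distribution per well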
TNAP activation fold: stimulation of alkaline phosphatase TNAP activity – biochemical, luminescent, no phosphate acceptor, uHTS, primary screen (AID 1001); purified TNAP, luminescent activation assay, no phosphate acceptor; higher activation fold means a stronger effect; activation fold at 20 µM, or EC50 in µM where a hit was titrated; 200,000 compounds, 0.03% hits; in the data active = activation fold from about 3, or a potency from the dose series; inactive = the rest, 99 in 100 with activation fold below about 1.6; note: many of its hits are not listed in these tables
bCat nuc transl: modulators of beta-catenin nuclear translocation; HeLa beta-catenin nuclear translocation, immunofluorescence imaging; nuclear translocation activity, % at 5 µM; 190,000 compounds, 0.3% hits;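 active = nuclear translocation activity above 50% at 5 µM, with a well cell count of 50 or more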;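 note: per-cell ratio of nuclear to cytoplasmic median beta-catenin stain intensity; plate controls were DMSO negative control for no effect and GSK-3 inhibitor IX positive control for full effect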
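Test system: human HeLa cell line; Doses: 5 µM primary, 0.02–20 µM confirmation; Incubation: 24 h compound exposure, 37°C; Detection: beta-catenin immunofluorescence imaging with DAPI; Read-out: beta-catenin nuclear/cytoplasmic ratio, % activation.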
human PMI inhibition: MPI enzyme activity inhibition – biochemical, fluorescence intensity, coupled assay, primary screen (AID 1209); 190,000 compounds, 0.42% hits; one-dose inhibition, % at 20 µM; IC50 in µM for titrated hits; purified PMI enzyme, coupled fluorescence intensity; higher % means a stronger effect; in the data active = inhibition above about 50%;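 note: plate controls were DMSO vehicle for no effect and wells lacking substrate for full effect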
Myeloid diff 2: promotes myeloid progenitor differentiation. ER-HoxA9 myeloid progenitors, lysozyme-GFP differentiation, flow cytometry. calls only at 10 µM. 360,000 compounds, 1% hits. AID 624256;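 active = normalized GFP-positive differentiation at or above the plate's own cutoff, the solvent-only control mean plus 3 SD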;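 note: cells exposed to compound for four days before flow analysis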
MT stabilize HCS: microtubule stabilizers in HeLa cells; 200,000 compounds, 0.83% hits; HeLa tubulin immunostaining HCS, 24 h; share of cells brighter than vehicle mean+2SD; % tubulin-high responders, % at 10 µM; AID 2205;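 active = plate Z-score above 3 for both tubulin-high and condensed-nucleus cell shares, with cell loss under 80%, at 10 µM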;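 note: anti alpha tubulin signal scored within the nucleus-defined area of each cell; some results filed as inactive read as strong as hits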
Lipid droplet: modulators of hepatic lipid droplet formation; AML12 mouse hepatocytes, oleate lipid droplets, BODIPY imaging; inhibition, % at 6.5 µM; 240,000 compounds, 0.4% hits;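 active = lipid droplet intensity inhibited by at least 50%, with more than 500 cells counted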
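Material – mouse AML12 hepatocyte cell line, fixed after treatment · Compound dosing – one dose, 6.5 µM compound · Times – compound with oleate, overnight · Measured by – Image-based BODIPY and DAPI two-channel analysis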
Ins promoter up: MIN6 insulin promoter up-regulation. MIN6 insulin promoter-GFP reporter, high-content imaging; active compounds read high. z-score at 5 µM. 190,000 compounds, 0.3% hits;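 active = z-score above 3 at 5 µM with at least 500 cells counted in the well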
T cell modulator: modulates CD8 T cell binding to vesicles; 330,000 compounds, 0.068% hits; 2C CD8+ T cell-vesicle binding, flow cytometry; active compounds read low; calls only at 7 µM; AID 2052;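 active = response, share of CD8 T cells binding vesicles, and their 90th percentile fluorescence all below set limits, cut at about 80% in these data, passing the limit was not always enough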
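incubation = binding step 1.5 h, 37 °C, antibody labelling 20 min, ice | test system = 2C mouse CD8+ T cells | read-out basis = percent CD8+ FL2 mean versus row control | controls = Peptide-free naked vesicles (low) and QL9 vesicles with 0.7% DMSO vehicle (high) | detection = flow cytometry of vesicle-bound cells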
Dynein transport cytoplasmic EGFP: further read-out of Dynein transport, marked with its call; z-score; measured here: cytoplasmic GR-EGFP intensity; active compounds read high
Dynein transport nuclear GR-EGFP: also measured in Dynein transport; calls as there; z-score; measured here: nuclear GR-EGFP intensity;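 lower value marks the stronger effect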
Dynein transport cell count: further read-out of Dynein transport, marked with its call; z-score; measured here: cell count per field
Ins promoter up cell count: second read-out of Ins promoter up, no call of its own (marks repeat the call); cell count; measured here: cytotoxicity, nuclei count;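 total cells summed across four imaged fields per well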
Lipid droplet cells 6.5 µM: further read-out of Lipid droplet, marked with its call; cell count; measured here: cell count, cytotoxicity flag;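 cells counted across two imaged fields per well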
bCat nuc transl cell count 5 µM: recorded beside bCat nuc transl, whose call it bears; cell count; measured here: cell count, cytotoxicity flag
T cell modulator vesicle-bound %: further read-out of T cell modulator, marked with its call; double positive events, %; measured here: CD8+ vesicle-bound cell fraction;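 binding gate set so that unloaded-vesicle control wells show 10% double positive cells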
MT stabilize HCS Hoechst-high %: further read-out of MT stabilize HCS, marked with its call; % Hoechst-high responders; measured here: nuclear condensation Hoechst responders;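 share of cells brighter than vehicle mean plus two SD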
MT stabilize HCS cytotoxicity %: also measured in MT stabilize HCS; calls as there; toxicity, %; measured here: cytotoxicity by cell density;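 0% = mean cell density of plate MIN control wells and 100% = no cells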
Myeloid diff 2 GFP+ MAC1+ %: recorded beside Myeloid diff 2, whose call it bears; GFP+ MAC1+ double positive, %; measured here: differentiation confirmed by MAC1 staining
Numbers without * were called inactive; i = inactive; . = not tested or not shown.

Each structure is followed by: Dynein transport	Dynein transport cytoplasmic EGFP	Dynein transport nuclear GR-EGFP	Dynein transport cell count	TNAP activation fold	bCat nuc transl	bCat nuc transl cell count 5 µM	human PMI inhibition	Myeloid diff 2	Myeloid diff 2 GFP+ MAC1+ %	MT stabilize HCS	MT stabilize HCS Hoechst-high %	MT stabilize HCS cytotoxicity %	Lipid droplet	Lipid droplet cells 6.5 µM	Ins promoter up	Ins promoter up cell count	T cell modulator	T cell modulator vesicle-bound %
CCCc1cc(-c2n[nH]c(=S)n2CC)c2ccccc2n1
 : -0.96	-0.29	-0.78	1.3	0.9	.	.	-8%	i	1.0	2.4	3.7	4.2	10	634	-0.47	1440	i	20
CN(C)S(=O)(=O)Oc1ccsc1C(=O)Nc1cccc(Cl)c1Cl
 : -0.16	-0.23	-0.42	0.18	1.1	-0.8	1313	6%	i	5.5	1.2	0.9	8.4	.	.	-0.36	1687	i	7
COc1ccc(-c2nnc3ccc(SCC(=O)NCc4ccco4)nn23)cc1OC
 : 0.27	-0.2	0.43	-0.65	1.1	.	.	4%	i	4.5	6.7	2.8	2.0	10	798	0.45	976	i	40
Cc1ccc(-c2nc(C=Nc3ccc(O)cc3)c(O)o2)cc1
 : -0.59	0.0094	0.11	-0.74	0.9	1.3	1277	1%	i	1.1	8.0	6.3	2.5	4	684	0.23	1169	.	.
COc1nc(OCCNC(C)=O)nc(N(C)C)n1
 : 3.4	-0.27	1.6	-1.3	1.1	0.2	1456	2%	i	8.9	3.6	2.2	0.1	.	.	0.6	1281	i	9
Cc1cc2c3nonc3ccc2n1C
 : -0.72	-0.19	-0.35	0.42	1	-4.7	935	0%	i	0.7	1.1	2.2	12	.	.	0.63	1430	i	6
Clc1ccc(C2=Nn3c(nnc3-c3cc(-c4ccccc4)n[nH]3)SC2)cc1
 : 0.21	-0.16	-0.03	-0.72	1.3	0.1	1055	14%	i	6.2	4.9	3.3	9.6	-3	682	0.71	1810	i	53
CCCCSc1nc2c(cnn2-c2ccccc2)c(=O)n1N
 : 0.38	-0.33	0.34	-0.38	1	0.8	1492	9%	i	0.4	2.5	1.3	7.3	-5	665	0.24	1357	i	55
O=C(N/N=C\c1ccc(COc2ccc([N+](=O)[O-])cc2)o1)c1cccc(Cl)c1
 : 0.59	-0.057	0.55	-0.74	1	-2.2	1120	7%	i	1.0	3.1	2.3	4.9	-4	750	0.06	857	i	21
Cc1ccc(C#N)c(SCc2ccccc2F)n1
 : 0.27	-0.3	-0.28	0.81	.	-1.1	1349	.	i	0.3	.	.	.	-25	699	0.18	1096	i	26
CCOc1ccc(-c2cc(CCCC(=O)NCc3cccnc3)no2)cc1
 : 0.5	-0.18	0.44	-0.12	1.1	4.6	1075	11%	i	2.5	4.0	2.1	11	4	647	.	.	i	21
O=C(CNc1ccccc1)N/N=C/c1cn(-c2ccccc2)nc1-c1ccccc1
 : 0.19	-0.18	0.59	-0.51	1	4.2	848	22%	i	1.8	2.5	2.6	9.2	58*	650*	1.9	1191	i	45
Cc1c(C(=O)NN2CCOCC2)oc2c1ccc1ccccc12
 : -0.64	-0.27	-0.39	1.1	1.1	-1.1	1122	-21%	i	0.4	2.4	2.8	0.8	-6	708	-1.4	1238	i	11
C=CCNC(=O)C1CC1(c1ccccc1)c1ccccc1 (stereo not drawn)
 : 0.11	-0.31	-0.36	0.57	1.1	-0.5	897	0%	i	2.2	1.8	2.0	2.6	-22	589	0.27	1344	i	18
O=C(O)CN=C1CC(c2ccccc2)CC(=O)/C1=C(/O)CCCN1C(=O)c2ccccc2C1=O (stereo not drawn)
 : -0.87	-0.3	-0.41	1.1	0.8	1.1	1089	-2%	i	0.1	6.0	1.7	9.6	9	723	-0.11	1397	i	32
Cc1ccc(CCNC(=O)C2CCCN(S(=O)(=O)c3cccs3)C2)cc1 (stereo not drawn)
 : -0.85	-0.34	-0.62	1.1	1.1	1.8	1210	7%	i	1.8	1.4	1.6	9.6	1	764	0	1028	i	10
CCOC(=O)c1nnc(-c2ccccc2)nc1N1CCSCC1
 : -0.51	-0.32	-0.27	-0.27	1	0.3	1561	7%	i	0.1	3.4	1.9	3.1	10	784	-1.1	1342	i	43
CCn1c(Cc2c(C)[nH]c3ccccc23)nnc1SCC(=O)NCc1ccccc1
 : -0.24	-0.22	0.1	0.71	1.1	-0.9	1394	-1%	i	0.9	3.3	1.2	6.2	.	.	-0.97	1418	i	49
CCc1cc2c(=O)n(CC)c(SC(C)C(=O)Nc3c(C)n(C)n(-c4ccccc4)c3=O)nc2s1 (stereo not drawn)
 : -0.9	0.18	-0.22	0.38	1.1	-2.0	1142	4%	i	1.2	2.3	1.4	9.2	12	734	-1.3	902	i	48
O=C(O)c1cc(-c2ccc3c(c2)OCO3)nc2ccccc12
 : -0.65	-0.28	0.33	0.27	1	0.8	1145	16%	i	1.2	4.7	3.1	4.8	.	.	0.72	1069	i	22

Two compounds drawn at random from the list so far:
Each structure is followed by: Dynein transport	Dynein transport cytoplasmic EGFP	Dynein transport nuclear GR-EGFP	Dynein transport cell count	TNAP activation fold	bCat nuc transl	bCat nuc transl cell count 5 µM	human PMI inhibition	Myeloid diff 2	Myeloid diff 2 GFP+ MAC1+ %	MT stabilize HCS	MT stabilize HCS Hoechst-high %	MT stabilize HCS cytotoxicity %	Lipid droplet	Lipid droplet cells 6.5 µM	Ins promoter up	Ins promoter up cell count	T cell modulator	T cell modulator vesicle-bound %
CCOc1ccc(-c2cc(CCCC(=O)NCc3cccnc3)no2)cc1
 : 0.5	-0.18	0.44	-0.12	1.1	4.6	1075	11%	i	2.5	4.0	2.1	11	4	647	.	.	i	21
CCOC(=O)c1nnc(-c2ccccc2)nc1N1CCSCC1
 : -0.51	-0.32	-0.27	-0.27	1	0.3	1561	7%	i	0.1	3.4	1.9	3.1	10	784	-1.1	1342	i	43

Later entries.
Each structure is followed by: Dynein transport	Dynein transport cytoplasmic EGFP	Dynein transport nuclear GR-EGFP	Dynein transport cell count	TNAP activation fold	bCat nuc transl	bCat nuc transl cell count 5 µM	human PMI inhibition	Myeloid diff 2	Myeloid diff 2 GFP+ MAC1+ %	MT stabilize HCS	MT stabilize HCS Hoechst-high %	MT stabilize HCS cytotoxicity %	Lipid droplet	Lipid droplet cells 6.5 µM	Ins promoter up	Ins promoter up cell count	T cell modulator	T cell modulator vesicle-bound %
O=C(Nc1ccc(Cc2ccncc2)cc1)c1ccc(N2CCOCC2)c([N+](=O)[O-])c1
 : -0.21	-0.26	0.085	0.43	1.1	-4.7	1126	2%	i	0.3	0.7	1.5	2.0	6	657	-1.5	1555	i	49
COc1cc(/C=N/Nc2cc(C)nc(NS(=O)(=O)c3ccccc3)n2)ccc1O
 : 1.7	-0.25	1.3	-0.98	.	-0.5	1312	.	i	0.6	.	.	.	18	694	.	.	i	17
O=c1[nH]ncn1-c1cccc(C(F)(F)F)c1
 : 2	-0.059	1	-3.6	1.1	.	.	5%	i	0.7	4.4	1.0	2.3	.	.	.	.	i	3
CC(C)CC(c1nnnn1CC1CCCO1)N1CCN(C2CCCC2)CC1 (stereo not drawn)
 : 1.1	-0.19	1	-0.53	1.1	-2.6	1192	-2%	i	1.0	1.7	3.0	11	-19	717	0.14	1311	.	.
Cn1c(N)c(Sc2ccc(F)cc2)c(=O)n(C)c1=O
 : -0.71	-0.31	-0.45	0.84	1.1	-4.0	1094	-11%	i	0.1	1.6	3.5	2.3	1	679	-0.43	1705	i	42
CC1CN(CC(=O)NN=C(c2ccccc2)c2ccccc2)CC(C)O1 (stereo not drawn)
 : 0.22	-0.22	0.29	-0.83	1	-0.1	1235	-3%	i	0.9	1.8	2.2	1.7	-8	723	-0.55	1366	i	13
COc1ccc(S(=O)(=O)n2nc(OC(=O)C3CCCCC3)cc2N)cc1
 : 0.77	-0.22	0.57	-0.3	1.1	1.2	1377	6%	i	1.1	2.0	2.5	16	.	.	0.8	1623	i	23
Cc1ccc2cc(CCNC(=O)C(=O)c3c[nH]c4ccccc34)c(=O)[nH]c2c1
 : -0.68	-0.27	-0.011	0.65	1	2.1	847	7%	i	0.3	1.7	2.6	12	9	682	0.56	1585	i	60
S=c1[nH]nc(-c2ccccn2)n1/N=C/c1ccc(Cl)cc1
 : -0.81	-0.22	-0.39	0.82	.	-5.7	1218	.	i	0.8	.	.	.	7	708	-0.74	1382	i	35
C/C(CCC(C)C)=N\NC(=S)Nc1cc(S(=O)(=O)N2CCOCC2)ccc1N1CCOCC1
 : 0.36	-0.35	0.096	0.06	1.4	-3.8	1124	-9%	i	0.2	3.6	1.3	6.4	-11	576	-0.52	1585	i	71

Compounds as they come; overall some 3% were active at least once.
